# Assay outcomes as filed in PubChem.
# CRFR2-BP antag: blocks CRF-induced signaling of the CRF-BP/CRF-R2 complex | HEK293 CRF-R2/CRF-BP, CRF-induced calcium fluorescence | inhibition, % at 11.8 µM | 0.59% of 350,000 active | AID 588475;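 active means inhibition of the ligand-induced calcium signal above about 50% at the single tested concentration, limit read from the data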
# M4 antag: blocks acetylcholine activation of human M4 receptor | 0.73% of 360,000 active | AID 624125 | P08173 | CHO-hM4 cells, ACh EC80, Fluo-8 calcium fluorescence | inhibition, % at 3 µM;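 active means inhibition above its plate's cutoff, the mean inhibition of sample wells plus 3 SD, cut at about 27% in these data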;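 further: 0% = acetylcholine EC80 with DMSO and 100% = DMSO without agonist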
# Target sequence (P08173 whole entry, looked up): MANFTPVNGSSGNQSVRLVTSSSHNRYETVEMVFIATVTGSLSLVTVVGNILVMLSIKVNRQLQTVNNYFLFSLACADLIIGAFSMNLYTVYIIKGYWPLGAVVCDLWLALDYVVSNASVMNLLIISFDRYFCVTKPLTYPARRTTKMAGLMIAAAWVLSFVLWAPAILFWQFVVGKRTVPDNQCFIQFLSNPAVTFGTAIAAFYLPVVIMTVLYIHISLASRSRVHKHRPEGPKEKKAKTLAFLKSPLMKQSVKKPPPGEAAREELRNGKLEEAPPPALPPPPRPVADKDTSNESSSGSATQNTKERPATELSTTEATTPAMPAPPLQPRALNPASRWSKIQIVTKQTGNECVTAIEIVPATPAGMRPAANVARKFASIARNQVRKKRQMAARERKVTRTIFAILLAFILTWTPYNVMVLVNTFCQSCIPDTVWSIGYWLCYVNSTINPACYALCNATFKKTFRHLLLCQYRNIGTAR
# M5 PAM: potentiates acetylcholine response at human M5 receptor; P08912; CHO-K1 hM5, Fluo-8 calcium, ACh EC20 PAM; 0% = ACh EC20, 100% = ACh EC100; activation, % at 3 µM; 0.3% of 360,000 active; AID 624038;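 active means activation above the run cutoff, the mean activation of all test compounds plus 3 SD, cut at about 18% in these data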
# Target sequence (P08912 whole entry, looked up): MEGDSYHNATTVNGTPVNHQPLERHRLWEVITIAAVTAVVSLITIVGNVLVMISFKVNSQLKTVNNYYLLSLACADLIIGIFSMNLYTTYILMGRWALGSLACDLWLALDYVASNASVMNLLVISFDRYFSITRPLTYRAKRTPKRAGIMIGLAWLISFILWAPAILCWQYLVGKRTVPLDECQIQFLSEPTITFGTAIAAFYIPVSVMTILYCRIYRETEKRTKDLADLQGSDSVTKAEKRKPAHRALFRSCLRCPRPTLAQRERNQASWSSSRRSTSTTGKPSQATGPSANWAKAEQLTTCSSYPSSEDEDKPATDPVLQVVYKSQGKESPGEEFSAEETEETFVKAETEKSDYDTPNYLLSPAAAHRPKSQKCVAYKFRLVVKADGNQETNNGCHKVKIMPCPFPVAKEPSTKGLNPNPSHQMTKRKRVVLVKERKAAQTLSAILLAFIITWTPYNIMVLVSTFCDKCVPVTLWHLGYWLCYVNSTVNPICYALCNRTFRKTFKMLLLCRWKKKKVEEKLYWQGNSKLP
#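 System: CHO-K1 hM5 cells. Reagent: acetylcholine, EC20 level. Compound dosing: single dose, 3 µM nominal final test concentration. Timing: Post-acetylcholine fluorescence recording 140 s. Detection: Fluo-8 calcium fluorescence. Read-out: % activation, ACh-normalized. Benchmarks: ACh EC20 and EC100 wells. Repeats: singlicate, one well per test compound.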
# CRFBP-R2 agonist: CRF-BP/CRF-R2 complex agonism. HEK293 CRF-R2/CRF-BP, calcium dye fluorescence (FLIPR); percent of saturating CRF peptide response. activation, % at 13.2 µM. 0.46% of 350,000 active. AID 588473;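 active means activation of at least 50%, plus an integration ratio under a set limit after plate pattern correction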;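 further: plate controls were neutral control wells without compound for no effect and CRF at EC100 for full effect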
# M4 PAM: CHRM4 positive allosteric modulation; P08173; CHO-K1 hM4/Gqi5, Fluo-8 calcium fluorescence, ACh EC20; 0% = ACh EC20, 100% = maximal ACh; activation, % at 3 µM; 0.4% of 360,000 active; AID 624126;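 active means activation above its plate's cutoff, the mean activation of sample wells plus 3 SD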; further: some results filed as inactive read as strong as hits
# M5 ag: agonists of human muscarinic M5 receptor (CHRM5); activation, % at 3 µM; CHO-K1 hM5 cells, Fluo-8 calcium fluorescence; 0% DMSO wells, 100% maximal acetylcholine response; 0.19% of 360,000 active; P08912;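 active means activation above the run's mean over test compounds plus 3 SD, cut at about 23% in these data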;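 further: signal is peak over basal fluorescence ratio across the kinetic read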
# IDE cell inh: inhibitors of human insulin-degrading enzyme in cells; HEK cells, FAbetaB cleavage, fluorescence polarization; 0.41% of 320,000 active; inhibition, % at 5.59 µM; AID 434962;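 active means percent inhibition above the average of all tested compounds plus 3 SD, set per screening campaign, cut at about 16% in these data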;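 further: IDE supplied by intact live HEK cells; FP after avidin binding of uncleaved biotin substrate so inhibition keeps polarization high; 0% = DMSO wells and 100% = 60 µM reference IDE inhibitor Ii1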
# CHRM4 agonist: CHRM4 agonism in calcium assay. activation, % at 3 µM. AID 624127. P08173. CHO-K1 hM4/Gqi5, Fluo-8 calcium fluorescence; vehicle 0%, full acetylcholine response 100%. 0.14% of 360,000 active;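 active means activation above the run mean over all test wells plus 3 SD, cut at about 32% in these data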;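 further: peak over basal fluorescence ratio per well then scaled between controls; 0% = DMSO wells and 100% = acetylcholine at EC100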
# M5 antag: CHRM5 antagonism in calcium assay. inhibition, % at 3 µM. 0.59% of 360,000 active. CHO-hM5 cells, Fluo-8 calcium fluorescence, ACh EC80;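 active means inhibition above a per-plate cutoff, the mean of that plate's test compounds plus 3 SD, cut at about 27% in these data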;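 further: 0% = acetylcholine EC80 with DMSO and 100% = DMSO without agonist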
# * = called active by the depositor; . = not tested or not shown.
SMILES,CRFR2-BP antag,M4 antag,M5 PAM,CRFBP-R2 agonist,M4 PAM,M5 ag,IDE cell inh,CHRM4 agonist,M5 antag
O=C(NN=C1CCCC1)c1cc(-c2ccccc2)n[nH]1,3,0,8,-2.8,10,1,-1,1,-12
Cc1ccc(Sc2ncccc2[N+](=O)[O-])cc1,22,2,-4,-5.5,-6,-8,1,-1,8
CCCCCCSc1ccc([C@H]2N[C@@](C)(C(=O)OC)[C@H]3C(=O)N(C)C(=O)[C@@H]23)cc1,-3,21,-17,1.7,-5,-1,4,8,20
Nc1ccc(C(=O)N2CCN(S(=O)(=O)c3ccc(Br)cc3)CC2)cc1[N+](=O)[O-],-6,-4,-10,-0.9,-4,-1,1,8,0
COc1ccccc1NC(=O)c1ccc([N+](=O)[O-])cc1[N+](=O)[O-],-7,-13,-1,-1.4,15,-3,-1,2,4
COc1ccc(C(C(=O)NCC2CCCO2)N(Cc2cccs2)C(=O)c2snc(C(N)=O)c2N)cc1OC (configuration not stated),-11,1,-7,-1.0,-16,4,-1,23,15
Cc1cc2nc(C(C)(C)C)c(Cc3cccc(Cl)c3)n2c(C)c1Br,.,0,6,.,-7,-2,.,-1,4
COc1ccc(Cl)cc1NS(=O)(=O)c1ccc(S(=O)(=O)N2CCCC2)cc1,-15,-13,-6,4.5,-6,6,7,13,-5
COc1ccc(Cc2noc(CN3CCCN(Cc4ccc(F)cc4)CC3)n2)cc1OC,-6,2,-3,0.2,-13,-8,0,3,-3
CC1CCN(CCC(=O)Nc2ccc(F)c(F)c2)CC1,-6,-6,2,2.6,-1,-3,0,1,3
COc1cc(OC)c(OC)cc1NC(=O)CC1COc2ccccc2O1 (configuration not stated),34,4,-1,-0.8,-2,1,3,2,1
NC[C@H](Cc1ccccc1)NCCCCC1CCCCC1,-5,-7,6,-1.2,12,-2,4,2,10
CCN1CCC[C@H]1CNC(=O)c1c(OC)ccc(Br)c1OC,25,1,-2,-1.5,-2,-1,4,1,-9
COc1ccc(/C=C2\CCC(C3CCCC3)C2=O)c(OC)c1OC (configuration not stated),4,-9,-2,2.0,8,-1,-1,1,2
CN(CC(=O)Nc1ccc(Cl)c(Cl)c1)C(=O)C1CCCC1,-3,-3,2,-0.3,-1,4,0,4,-8
C/C(=N/NC(=O)c1cnccn1)c1cccs1,21,-8,7,-3.1,18,2,0,2,-4
O=C(CCc1ccccc1)NNC(=O)c1ccccn1,13,-4,5,-0.2,3,0,3,1,2
N/C(Cc1ccc(Cl)cc1Cl)=N\OC(=O)c1cccs1,14,1,-1,-1.9,2,-7,-2,-1,3
COc1ccc(CCNC(=O)c2ccc(-c3ccc([N+](=O)[O-])cc3Cl)o2)cc1OC,-11,4,-14,-1.3,-12,3,1,13,-2
Cc1ccccc1CN1CCN(C(C)C(=O)NNC(=O)c2ccc(F)cc2)CC1 (configuration not stated),-6,-15,4,-0.9,-5,-1,0,1,-2
O=C(CCS(=O)(=O)c1ccc(Br)cc1)N1CCN(c2ccccc2)CC1,-20,-13,-4,-0.7,-3,-3,3,6,-7
c1ccc(CC2CCN(c3nnnn3-c3ccccc3)CC2)cc1,12,0,-5,-0.7,3,-2,10,0,3
CCN(CC)c1ccc(/C=N/NC(=O)c2cccc(S(=O)(=O)Nc3ccccc3OC)c2)cc1,-7,-2,-3,8.2,-4,-5,2,3,6
Cc1cc(NS(=O)(=O)c2ccc(NC(=O)COc3ccccc3Cl)cc2)no1,2,6,-2,-2.7,0,-1,-4,0,7
Cc1cc(C)nc(NS(=O)(=O)c2ccc(NC(=O)CSc3nc4ccccc4[nH]3)cc2)n1,-8,-1,2,5.4,11,-3,9,0,0
# (further entries)
SMILES,CRFR2-BP antag,M4 antag,M5 PAM,CRFBP-R2 agonist,M4 PAM,M5 ag,IDE cell inh,CHRM4 agonist,M5 antag
Cc1cc(C)n(C(=O)c2ccc(Cl)c(F)c2F)n1,-6,4,-3,0.1,-4,-5,-2,0,1
CCOC(=O)/C(=N\Nc1cc(Cl)ccc1Cl)N1CC(C)OC(C)C1 (configuration not stated),-14,-2,0,-0.4,0,0,-3,-1,-1
CCc1noc(C)c1C(=O)OCC(=O)N1CCc2ccccc21,-1,-5,4,-0.8,7,3,-4,0,-4
CCOC(=O)CSc1nc2c(sc(=S)n2-c2ccc(CC)cc2)c(=O)[nH]1,30,-6,4,-1.9,11,-4,2,-2,-3
Cn1c[n+](C)cc1-c1ccc(/C(N)=N/O)cc1,-4,2,4,0.6,8,-2,0,1,-4
CCCNS(=O)(=O)c1ccc(OCC(=O)Nc2ccccc2F)cc1,-2,3,0,0.6,9,-2,2,1,0
CN(C)C(CNC(=O)c1ccc(S(=O)(=O)Nc2ccccc2F)cc1)c1ccccc1 (configuration not stated),-4,0,-1,3.1,1,-6,-1,2,-6
Cc1ccc(C2NC(c3ccc(C)cc3)C([N+](=O)[O-])C(C)(C)C2[N+](=O)[O-])cc1 (configuration not stated),-14,2,6,1.0,-3,-5,2,-1,-12
CC1CCCCN1S(=O)(=O)c1cccc(S(=O)(=O)N2CCOCC2)c1 (configuration not stated),-8,1,-3,-3.4,-8,3,3,2,9
O=C(Nc1ccc(N2CCCC2)cc1)C(c1ccccc1)c1ccccc1,33,-13,-2,-0.3,2,-4,-4,0,-8
CN(C)N1C(=O)/C(=C/c2ccco2)SC1=Nc1ccccc1,13,-6,0,0.1,-10,2,3,8,0
COc1ccc(C)cc1S(=O)(=O)NCC(c1ccc2c(c1)OCO2)N1CCN(C)CC1 (configuration not stated),-1,7,5,-0.1,-1,-4,-6,0,-6
Cc1c(CCC(=O)O)c(=O)oc2cc3oc4c(c3cc12)CCCC4,-8,-11,8,-3.5,-4,0,1,0,2
CCOC(=O)c1ccc(NC(=O)C2CCCN(S(=O)(=O)c3ccc(F)cc3)C2)cc1 (configuration not stated),-45,37*,-22,1.4,-31,0,1,22,32*
Cc1ccc(S(=O)(=O)N2[C@@H](c3cccc(Cl)c3)C(C(=O)OC(C)(C)C)=CC[C@H]2c2ccc(C(C)C)cc2)cc1,.,1,-5,.,-3,1,.,1,10
O=C1C2CCCN2C(=O)N1CCCN1CCN(c2ccc([N+](=O)[O-])cc2)CC1 (configuration not stated),12,3,-5,-1.1,-1,7,0,3,4
CCN(CC)S(=O)(=O)c1ccc(N2CCOCC2)c(NC(=O)Cc2cccc3ccccc23)c1,-2,1,-2,0.7,-1,-2,3,2,8
CCOC(=O)C1CCCN(S(=O)(=O)c2ccc(S(=O)(=O)N3CCCC3)cc2)C1 (configuration not stated),6,-4,-6,-1.3,0,5,-3,8,8
COc1ccccc1-c1ccc(/C=N/O)o1,16,0,0,-2.6,-3,-5,0,-1,-1
CCOc1ccc(NS(=O)(=O)c2ccc(C(=O)NCC(c3ccco3)N(C)C)cc2)cc1 (configuration not stated),-35,-2,-2,43,-5,17,-7,19,6
CN1CCN(c2nc(-c3ccncc3)nc3ccccc23)CC1,-4,-1,-5,-0.1,-4,-4,-1,2,2
Cc1nc2cc(NS(=O)(=O)c3c(C)c(C)cc(C)c3C)ccc2s1,-14,0,-10,-0.6,-9,0,3,4,16
Cc1cccc(NC(=S)NC2CC3CCCC(C2)N3CC(C)C)c1 (configuration not stated),-14,2,-3,11,-1,-4,11,1,7
O=C(COC(=O)Cc1ccccc1F)Nc1ccc2c(c1)OCO2,5,-1,0,0.2,5,-1,-5,2,11
O=[N+]([O-])c1cccc(S(=O)(=O)N2CCC(c3nc(-c4ccncc4)no3)CC2)c1,13,-10,1,-0.9,4,3,-4,0,-17

# No new results follow: entries from further up.
SMILES,CRFR2-BP antag,M4 antag,M5 PAM,CRFBP-R2 agonist,M4 PAM,M5 ag,IDE cell inh,CHRM4 agonist,M5 antag
Cc1cc(C)n(C(=O)c2ccc(Cl)c(F)c2F)n1,-6,4,-3,0.1,-4,-5,-2,0,1
CCOC(=O)/C(=N\Nc1cc(Cl)ccc1Cl)N1CC(C)OC(C)C1 (configuration not stated),-14,-2,0,-0.4,0,0,-3,-1,-1

# (more compounds)
SMILES,CRFR2-BP antag,M4 antag,M5 PAM,CRFBP-R2 agonist,M4 PAM,M5 ag,IDE cell inh,CHRM4 agonist,M5 antag
CCCCNC(=O)c1nc(C2CCN(S(=O)(=O)c3c(F)cccc3F)CC2)oc1-c1ccccc1,.,2,4,.,-4,-1,.,-1,-5
Cc1c(C(=O)C(=O)N2CCN(C)CC2)c2ccccc2n1C,-7,-1,12,-0.6,5,6,5,3,-5
CCOC(=O)C1CCN(C(=O)COc2ccc(S(=O)(=O)NC(C)(C)C)cc2)CC1,-6,4,5,-1.7,-4,-1,6,0,-4
CCN(CC)CC(=O)N1c2ccccc2Sc2ccccc21,-7,84*,-18,4.8,-18,-5,3,1,92*
NS(=O)(=O)c1ccc(NC(=O)CSc2nnc(COc3ccccc3Cl)n2C2CC2)cc1,63*,4,0,-2.2,9,1,5,1,-2
N#CCCCSc1nnc(-c2ccc(Cl)cc2)n1-c1ccccc1,-17,-6,-2,-0.7,-5,-2,-1,2,-4
CC(C)(C)N(NC(=O)OCc1ccccc1)C(=O)c1ccccc1Cl,5,0,0,-1.1,-4,-2,5,1,0
Cc1ccccc1-n1c(SCC(=O)N/N=C/c2c(C)nn(-c3ccccc3)c2C)nc2ccccc2c1=O,4,3,-1,0.8,-6,-1,7,7,8
Cc1ccc(S(=O)(=O)N(Cc2cccnc2)Cc2cc3ccccc3[nH]c2=O)cc1,-11,-15,-10,-1.8,-14,1,5,24,5
CCOc1ccc(N(C)C(=O)CCc2nnc3ccc(NCc4ccco4)nn23)cc1,-9,3,9,0.5,-4,-2,-1,0,0
COc1ccc(Oc2ccc(C(F)(F)F)cc2NC(=O)CC(CC(=O)O)c2ccccc2)cc1 (configuration not stated),14,6,-2,1.4,-4,-4,1,3,13
COc1ccc(CNc2nc(-c3ccccc3)nn2C(=O)c2ccc([N+](=O)[O-])cc2)cc1,-19,8,-4,-2.0,-4,-3,0,1,4
COc1cc(CN2CCC(C(=O)NC3CCCC3)CC2)cc(OC)c1O,2,2,7,1.0,2,3,0,0,-8
O=C(CN1C(=O)NC2(CCCC2)C1=O)N1CCN(S(=O)(=O)c2cccc(F)c2)CC1,10,3,11,-0.8,-4,-1,-3,1,0
CCc1cc[n+](-c2nc([O-])sc2C=O)cc1,-23,-9,-3,16,4,0,3,1,0
CCOC(=O)c1ccc(NC(=O)Oc2ccccc2)cc1,18,3,2,0.4,0,-2,4,-1,6
C=CCn1c(CCc2ccccc2)nnc1SCC(=O)OC,11,-3,6,-3.0,-2,-1,-2,0,6
CC(=O)N1CCOC12CCN(Cc1ccccc1)CC2,34,0,0,8.1,-1,-1,.,0,8
CC(=O)c1ccc(NC(=O)C2CCCN2S(=O)(=O)c2cccs2)cc1 (configuration not stated),-6,-5,3,1.2,-1,3,-3,1,-9
CC(=O)NC(=S)Nc1ccccc1C(=O)Nc1ccccc1,6,-3,-3,-0.5,3,-4,-2,0,11

# Marked active in M4 antag, among the entries above:
Compound	CRFR2-BP antag	M4 antag	CRFBP-R2 agonist	M4 PAM	M5 ag	IDE cell inh	CHRM4 agonist	M5 antag
CCOC(=O)c1ccc(NC(=O)C2CCCN(S(=O)(=O)c3ccc(F)cc3)C2)cc1 (configuration not stated)	-45	37*	1.4	-31	0	1	22	32*
CCN(CC)CC(=O)N1c2ccccc2Sc2ccccc21	-7	84*	4.8	-18	-5	3	1	92*
